Assay outcomes as filed in PubChem.
RXFP1 antagonist: blocks the human relaxin receptor RXFP1; activity change, negative = inhibition, % at 57.5 µM; Q9HBX9; actives 0.59% (n = 350,000); HEK293-RXFP1, relaxin-stimulated cAMP HTRF, 30 min; active compounds read low; AID 1259400;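 active = activity change of -60% or lower, but not beyond a set lower limit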; also: % is scaled to controls: 0 for no effect and ±100 for the full control effect
TRHR PAM: TRH receptor (human) allosteric enhancement; AID 493056; P34981; actives 0.66% (n = 360,000); enhancement, % at 2 µM; TRHR cells, fluo-8 calcium fluorescence, EC20 TRH enhancement; in the data active = enhancement above about 30%; also: 0% is about no effect
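Enhancer read-out: after compound pinning and an initial kinetic agonist-mode read, an EC20 of TRH (10 nM final) was injected and fluo-8 calcium signal (Ex 480/Em 530) followed at 1 s/cycle for 100 cycles in TRHR-expressing cells.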
Apoferritin bind: binds horse apoferritin like a general anesthetic. P02791. apoferritin/1-aminoanthracene competitive binding, fluorescence. Potency, µM (series often up to 77.5 µM), for the others: top-dose activity change, negative = displacement, hits mostly inhibitors. actives 0.074% (n = 350,000). AID 485281; also: potency is read from the fitted curve at half-maximal effect; % is scaled to controls: 0 for no effect and ±100 for the full control effect; nearly all actives have a fitted effect of over 20% in size
Target sequence (P02791 2-175 limits assumed): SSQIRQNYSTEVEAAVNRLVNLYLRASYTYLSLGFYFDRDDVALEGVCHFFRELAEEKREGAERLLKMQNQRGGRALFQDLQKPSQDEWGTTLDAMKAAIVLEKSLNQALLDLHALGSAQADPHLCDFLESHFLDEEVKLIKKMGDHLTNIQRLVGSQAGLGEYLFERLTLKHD
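10 uM apoferritin + 50% sat. 1-AMA, PBS; cpd 10 min RT; Ex380/Em535 endpoint; normalized to free probe vs complex; 4-param Hill fit; propofol titration as pos. ctrl.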
D1 antagonist: antagonists of human D1 dopamine receptor; HEK293 TREx D1 cells, calcium flux, dopamine EC80; active compounds read low; actives 3.2% (n = 360,000); P21728; AID 504652; activity change, negative = inhibition, % at 10 µM; in the data active = activity change below about -30%; also: % is scaled to controls: 0 for no effect and ±100 for the full control effect
Target sequence (P21728 whole entry, looked up): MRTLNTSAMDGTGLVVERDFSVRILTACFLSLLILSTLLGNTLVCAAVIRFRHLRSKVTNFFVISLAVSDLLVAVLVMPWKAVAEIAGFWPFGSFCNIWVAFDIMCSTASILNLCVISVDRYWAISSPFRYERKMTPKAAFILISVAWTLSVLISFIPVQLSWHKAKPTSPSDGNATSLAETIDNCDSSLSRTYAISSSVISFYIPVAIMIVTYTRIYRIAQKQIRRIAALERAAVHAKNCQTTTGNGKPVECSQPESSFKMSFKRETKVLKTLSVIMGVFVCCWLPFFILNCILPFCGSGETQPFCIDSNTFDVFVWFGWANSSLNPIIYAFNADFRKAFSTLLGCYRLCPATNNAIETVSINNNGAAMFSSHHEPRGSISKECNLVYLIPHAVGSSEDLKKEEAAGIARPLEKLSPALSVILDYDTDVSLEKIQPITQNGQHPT
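Compound effects on dopamine-evoked calcium signalling were measured in tetracycline-induced HEK293 Trex D1 cells. Dopamine at EC80 followed a 180 s compound pre-read, and fluorescence was tracked kinetically for 180 s more.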
D1 ag: activates the human D1 dopamine receptor. HEK293 T-REx D1 cells, calcium flux, agonist mode. activation, % at 2 µM. P21728. actives 1% (n = 360,000); in the data active = activation above about 30%; also: 0% is about no effect
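Inducible HEK293 T-REx D1 cells, force-coupled to calcium signalling, were plated at 4000 cells/well with tetracycline and held overnight at 30 C. After no-wash calcium dye loading, compound-evoked calcium rise over 180 s flagged agonists.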
D2 PAM: D2 dopamine receptor (human) potentiation. P14416. HEK293 T-REx D2, calcium flux, EC20 dopamine potentiation. potentiation, % at 10 µM. actives 0.34% (n = 340,000). AID 485347;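 active = potentiation over 3 SD above the plate norm, cut at about 30% in these data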; also: 0% is about no effect
Target sequence (P14416 whole entry, looked up): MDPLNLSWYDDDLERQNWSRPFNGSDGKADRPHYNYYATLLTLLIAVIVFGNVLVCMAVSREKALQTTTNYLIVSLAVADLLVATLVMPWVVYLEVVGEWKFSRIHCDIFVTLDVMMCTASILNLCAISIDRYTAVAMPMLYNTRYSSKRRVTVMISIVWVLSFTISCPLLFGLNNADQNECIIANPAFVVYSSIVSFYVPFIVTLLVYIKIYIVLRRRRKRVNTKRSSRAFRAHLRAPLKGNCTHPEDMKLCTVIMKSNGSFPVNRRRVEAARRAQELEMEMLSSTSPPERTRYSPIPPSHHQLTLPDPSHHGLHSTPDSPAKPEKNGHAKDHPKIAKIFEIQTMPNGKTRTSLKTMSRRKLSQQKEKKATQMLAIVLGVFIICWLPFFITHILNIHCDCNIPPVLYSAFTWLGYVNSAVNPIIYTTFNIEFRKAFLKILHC
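Tetracycline-induced Hek293 Trex D2 cells, force-coupled to calcium, loaded with no-wash calcium dye. Compound added with 180 s kinetic read for agonism, then EC20 dopamine and a further 180 s read for potentiation.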
D1 potentiator: human D1 dopamine receptor positive modulation; HEK293 TREx D1 cells, calcium flux, dopamine EC20 potentiation; potentiation, % at 10 µM; actives 0.036% (n = 360,000); in the data active = potentiation above about 30%; also: 0% is about no effect
RXFP1 agonist: activates the human relaxin receptor RXFP1; Q9HBX9; HEK293T-RXFP1 cAMP TR-FRET, 30 min; response scale: percent of porcine relaxin response, buffer zero; Potency, µM (top dose mostly 57.5 µM), for the others: at the highest dose activation, most hits filed as activators; actives 0.3% (n = 370,000); also: potency is read from the fitted curve at half-maximal effect; % is scaled to controls: 0 for no effect and ±100 for the full control effect; nearly all actives have a fitted effect of over 60% in size; many of its hits are not listed in these tables
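Agonist response is measured as cAMP accumulation in an RXFP1-transfected HEK293T line under PDE4 inhibition. Values are scaled between buffer-only and 29 nM porcine relaxin, and EC50s come from standard Hill equation fits.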
TRHR ag: activates the human TRH receptor | P34981 | TRHR cells, calcium flux fluo-8, FDSS agonist mode | activation, % at 2 µM | actives 0.18% (n = 360,000); in the data active = activation above about 30%; also: 0% is about no effect
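TRHR-expressing cells loaded with fluo-8 calcium dye; 23 nL library compound pin-transferred, kinetic FDSS fluorescence (Ex 480/Em 530) recorded about 180 s for agonist-induced calcium release, before a 10 nM TRH EC20 addition for potentiator mode.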
An asterisk follows results filed as active; [ ] = another dose, or the depositor's remark. Unless noted, calls follow the shape of the dose curve; as a rule, active = well fitted curve in the direction sought with a large enough effect; inconclusive = small, poorly fitted or top-dose-only effect, or another doubt; inactive = no such curve, though single readings can be large; an effect the other way counts as inactive or inconclusive. Only part of the results is shown, so the mix of outcomes need not match the whole.

How did COc1ccc(NC(=O)c2cc(=O)c3ccccc3o2)cn1 do in these assays?
RXFP1 antagonist: -3; TRHR PAM: 4; Apoferritin bind: -11%; D1 antagonist: 0; D1 ag: 2; D2 PAM: 0; D1 potentiator: -5; RXFP1 agonist: -0.1%; TRHR ag: 0.1

What do the screens show for `COc1ccc(/C(C)=N/N=C(N)N)c(O)c1`?
RXFP1 antagonist: 6; TRHR PAM: 4; Apoferritin bind: -7%; D1 antagonist: 1; D1 ag: 5; D2 PAM: 1; D1 potentiator: -4; RXFP1 agonist: 2.7%; TRHR ag: 0.7

How did CCOC(=O)N1CCN(CC(O)c2c[nH]c3ccccc23)CC1 (stereo unspecified) do in these assays?
RXFP1 antagonist: -1; TRHR PAM: 12; Apoferritin bind: -6%; D1 antagonist: -2; D1 ag: 2; D2 PAM: 8; D1 potentiator: -9; RXFP1 agonist: -0.1%; TRHR ag: 0.5

What do the screens show for `O=C(COc1ccccc1Cl)Nc1ccc2c(c1)C(=O)NC2=O`?
RXFP1 antagonist: 6; TRHR PAM: 0; Apoferritin bind: 33%[activator]; D1 antagonist: 14; D1 ag: -1; D2 PAM: 0; D1 potentiator: 2; RXFP1 agonist: 7.4%; TRHR ag: 1.2

Results for Cc1ccccc1NC(=O)Cc1nnc(SCC(=O)NC2CCCC2)n1C ?
RXFP1 antagonist: -2; TRHR PAM: 1; Apoferritin bind: 2%; D1 antagonist: -23; D1 ag: 1; D2 PAM: 1; D1 potentiator: 2; RXFP1 agonist: -0.5%; TRHR ag: 0.0

Results for Cc1nc(C)c(-c2csc(Nc3ccc(F)cc3)n2)s1 ?
RXFP1 antagonist: -18; TRHR PAM: 2; Apoferritin bind: -17%; D1 antagonist: -38*; D1 ag: 0; D2 PAM: -2; D1 potentiator: -6; RXFP1 agonist: 1.4%; TRHR ag: 0.6

Results for CN(C)S(=O)(=O)c1ccc(Cl)c(NC(=O)CN2CCc3ccccc3C2)c1 ?
RXFP1 antagonist: 5; TRHR PAM: 19; Apoferritin bind: -10%; D1 antagonist: -19; D1 ag: 1; D2 PAM: -25; D1 potentiator: 2; RXFP1 agonist: 2.7%; TRHR ag: 0.0

What do the screens show for `Cc1ccc(S(=O)(=O)N2CCOCC2)cc1NC(=O)Cn1nc(C)c([N+](=O)[O-])c1C`?
RXFP1 antagonist: 3; TRHR PAM: -2; D1 antagonist: -8; D1 ag: 2; D2 PAM: -16; D1 potentiator: -2; RXFP1 agonist: -0.2%; TRHR ag: 0.8

What do the screens show for `O=C(NC1CCC(NC(=O)C(F)(F)C(F)F)CC1)C(F)(F)C(F)F` (stereo unspecified)?
RXFP1 antagonist: -6; TRHR PAM: -4; Apoferritin bind: -12%; D1 antagonist: -4; D1 ag: 2; D2 PAM: -9; D1 potentiator: -5; RXFP1 agonist: 1.0%; TRHR ag: 0.9

What do the screens show for `COc1ccc(-c2cc(C(F)(F)F)c(C#N)c(SCC(=O)Nc3ccccc3C#N)n2)cc1`?
RXFP1 antagonist: 22; TRHR PAM: -7; Apoferritin bind: 57%[activator]; D1 antagonist: 4; D1 ag: 60*; D2 PAM: 3; D1 potentiator: 1; RXFP1 agonist: 24%; TRHR ag: 14

Filtered by structure, those above containing an aryl thioether with sulfur outside any ring.
Results for Cc1ccccc1NC(=O)Cc1nnc(SCC(=O)NC2CCCC2)n1C ?
RXFP1 antagonist: -2; TRHR PAM: 1; Apoferritin bind: 2%; D1 antagonist: -23; D1 ag: 1; D2 PAM: 1; D1 potentiator: 2; RXFP1 agonist: -0.5%; TRHR ag: 0.0

What do the screens show for `COc1ccc(-c2cc(C(F)(F)F)c(C#N)c(SCC(=O)Nc3ccccc3C#N)n2)cc1`?
RXFP1 antagonist: 22; TRHR PAM: -7; Apoferritin bind: 57%[activator]; D1 antagonist: 4; D1 ag: 60*; D2 PAM: 3; D1 potentiator: 1; RXFP1 agonist: 24%; TRHR ag: 14

(more compounds)
How did CC(C)(C)c1ccc(-n2ncc3c2CCCC3NC(=O)CCn2cncn2)cc1 (stereo unspecified) do in these assays?
RXFP1 antagonist: -3; TRHR PAM: 4; Apoferritin bind: -11%; D1 antagonist: 3; D1 ag: 3; D2 PAM: 10; D1 potentiator: 5; RXFP1 agonist: 4.0%; TRHR ag: 0.2

How did CN(C)c1ccc(C(CNS(=O)(=O)c2ccc(Br)cc2)N2CCCC2)cc1 (stereo unspecified) do in these assays?
RXFP1 antagonist: -7; TRHR PAM: 6; Apoferritin bind: 3%; D1 antagonist: -21; D1 ag: 0; D2 PAM: -4; D1 potentiator: 2; RXFP1 agonist: -3.0%; TRHR ag: 1.0

How did COC(=O)CNC(=O)Cn1cnc2sc(C)c(S(=O)(=O)N3CCC(C)CC3)c2c1=O do in these assays?
RXFP1 antagonist: 3; TRHR PAM: 0; Apoferritin bind: 12%; D1 antagonist: -6; D1 ag: -3; D2 PAM: -3; D1 potentiator: -5; RXFP1 agonist: -0.1%; TRHR ag: 0.4

Results for O=c1cnnc(Nc2ccccc2)[nH]1 ?
RXFP1 antagonist: 9; TRHR PAM: 0; Apoferritin bind: -1%; D1 antagonist: 1; D1 ag: -3; D2 PAM: 8; D1 potentiator: -1; RXFP1 agonist: 0.1%; TRHR ag: 0.0

What do the screens show for `COc1cccc(C(=O)Nc2ccccc2C(=O)OCc2cc(=O)n3nc(C)sc3n2)c1`?
RXFP1 antagonist: 6; TRHR PAM: -3; Apoferritin bind: 1%; D1 antagonist: -10; D1 ag: 2; D2 PAM: 2; D1 potentiator: 1; RXFP1 agonist: 16%; TRHR ag: 0.1

Results for CCOP(=O)(OCC)c1nc(-c2ccc(C)cc2)oc1NCc1ccccc1 ?
RXFP1 antagonist: -28; TRHR PAM: 8; Apoferritin bind: -6%; D1 antagonist: 11; D1 ag: 3; D2 PAM: -1; D1 potentiator: 8; RXFP1 agonist: 3.0%; TRHR ag: 0.1

Results for Cc1cc(NC(=O)c2ccc(N3CCCC3)c([N+](=O)[O-])c2)no1 ?
RXFP1 antagonist: -22; TRHR PAM: 8; Apoferritin bind: -4%; D1 antagonist: -1; D1 ag: 0; D2 PAM: -2; D1 potentiator: 2; RXFP1 agonist: 1.3%; TRHR ag: -0.4

Results for CC1CC(C)CN(C(=O)COC(=O)/C=C/c2cccc([N+](=O)[O-])c2)C1 (stereo unspecified) ?
RXFP1 antagonist: -2; TRHR PAM: -2; D1 antagonist: 7; D1 ag: 0; D2 PAM: 1; D1 potentiator: -1; RXFP1 agonist: 0.4%; TRHR ag: -0.7

What do the screens show for `O=S(=O)(NCC(c1cccnc1)N1CCN(c2ccc(F)cc2)CC1)c1ccc(F)cc1` (stereo unspecified)?
RXFP1 antagonist: 1; TRHR PAM: -2; Apoferritin bind: -8%; D1 antagonist: -23; D1 ag: -2; D2 PAM: 6; D1 potentiator: -6; RXFP1 agonist: 0.3%; TRHR ag: -0.3

How did Cc1ccc(OCC(=O)Nc2cccnc2Cl)cc1C do in these assays?
RXFP1 antagonist: 7; TRHR PAM: -9; Apoferritin bind: -6%; D1 antagonist: -4; D1 ag: 1; D2 PAM: -6; D1 potentiator: 1; RXFP1 agonist: -2.5%; TRHR ag: -0.1

What do the screens show for `O=C(Nc1ccccc1C(=O)O)c1ccc2c(c1)C(=O)N(c1cccc([N+](=O)[O-])c1)C2=O`?
RXFP1 antagonist: -10; TRHR PAM: 1; Apoferritin bind: 9%; D1 antagonist: 0; D1 ag: 2; D2 PAM: 9; D1 potentiator: -3; RXFP1 agonist: -1.5%; TRHR ag: -0.7

Results for O=[N+]([O-])c1ccc(N2CCN(c3ccc(Cl)nn3)CC2)c(Cl)c1 ?
RXFP1 antagonist: -6; TRHR PAM: -1; Apoferritin bind: -12%; D1 antagonist: -11; D1 ag: 6; D2 PAM: -2; D1 potentiator: -1; RXFP1 agonist: 0.2%; TRHR ag: -0.9

How did COc1ccc(-n2cc(-c3ccccc3)c3c(NN4CCOCC4)ncnc32)cc1 do in these assays?
RXFP1 antagonist: -6; TRHR PAM: 0; Apoferritin bind: -17%; D1 antagonist: 4; D1 ag: 1; D2 PAM: 24; D1 potentiator: 0; RXFP1 agonist: 0.6%; TRHR ag: 0.7

How did CC1(C)Cc2ccccc2C(C(Cc2ccccc2)C(N)=O)=N1 (stereo unspecified) do in these assays?
RXFP1 antagonist: -7; TRHR PAM: -4; Apoferritin bind: -6%; D1 antagonist: -13; D1 ag: 5; D2 PAM: 10; D1 potentiator: 4; RXFP1 agonist: 0.3%; TRHR ag: -0.1

Results for CCc1ccc2oc(=O)cc(CN3CCN(CCO)CC3)c2c1 ?
RXFP1 antagonist: -12; TRHR PAM: 5; Apoferritin bind: -11%; D1 antagonist: -50*; D1 ag: 5; D2 PAM: -3; D1 potentiator: -1; RXFP1 agonist: 0.8%; TRHR ag: 0.6

Results for Cc1cc(NC(=O)c2cc(F)c(F)cc2Cl)no1 ?
RXFP1 antagonist: 4; TRHR PAM: 0; Apoferritin bind: 4%; D1 antagonist: 3; D1 ag: 1; D2 PAM: -1; D1 potentiator: 2; RXFP1 agonist: 2.4%; TRHR ag: -0.1

How did CCn1cc(C(=O)NCCCN2CC(C)CC(C)C2)c(=O)c2cc(S(=O)(=O)N(C)C3CCCCC3)ccc21 (stereo unspecified) do in these assays?
RXFP1 antagonist: 14; TRHR PAM: 12; Apoferritin bind: -10%; D1 antagonist: 9; D1 ag: 0; D2 PAM: 15; D1 potentiator: 0; RXFP1 agonist: 1.3%; TRHR ag: -0.1

What do the screens show for `Cc1ccc(-c2cc(C(=O)OCC(=O)N(C)C3CCS(=O)(=O)C3)c3ccccc3n2)c(C)c1` (stereo unspecified)?
RXFP1 antagonist: -7; TRHR PAM: 1; Apoferritin bind: -20%; D1 antagonist: 8; D1 ag: 5; D2 PAM: 9; D1 potentiator: 1; RXFP1 agonist: 0.0%; TRHR ag: -1.3

What do the screens show for `CCOC(=O)c1ccc(NC(=O)Cn2nnc(-c3ccc(F)cc3)n2)cc1`?
RXFP1 antagonist: -8; TRHR PAM: 4; Apoferritin bind: 1%; D1 antagonist: -7; D1 ag: 8; D2 PAM: 1; D1 potentiator: -2; RXFP1 agonist: 3.0%; TRHR ag: 0.6

How did CC(=O)c1cc2c(cc1NS(=O)(=O)c1ccccc1)OCO2 do in these assays?
RXFP1 antagonist: 8; TRHR PAM: 0; Apoferritin bind: -3%; D1 antagonist: 17; D1 ag: 3; D2 PAM: 20; D1 potentiator: 12; RXFP1 agonist: 0.3%; TRHR ag: -0.1
